High-throughput results as filed in PubChem.
Apaf-1 inh: inhibitors of human Apaf-1 apoptosome, primary screen, biochemical, DEVD-Rh110 fluorescence, uHTS; reconstituted apoptosome caspase-3 activity; inhibition, % at 20 µM; hit rate 0.71% among 330,000; AID 489030, 2010; active means inhibition of at least 40% at 20 µM;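 further: plate controls were DMSO wells for no effect and DEVD-CHO caspase inhibitor wells for full effect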
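System: reconstituted apoptosome with Apaf-1, cytochrome c, caspase-9, procaspase-3, dATP; Signal: Rh110 fluorescence intensity; Schedule: 30 min compound preincubation, 50 min activation, room temperature; Reagent: cytochrome c trigger plus (Z-DEVD)2-Rh110 caspase-3 substrate.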
Jurkat NFkB inh: inhibitors of induced NF-kB luciferase reporter, primary screen, TCR NF-kB activation inhibitor project, cell-based, luminescence, uHTS; Jurkat, PMA/ionomycin-induced NF-kB luciferase reporter; inhibition, % at 4 µM; hit rate 0.53% among 330,000
HKDC1 inhibitor: HKDC1 hexokinase inhibitors, primary screen, biochemical, fluorescence, uHTS; inhibition, % at 20 µM; hit rate 0.16% among 340,000; Q2TB90; recombinant HKDC1, G6PDH/diaphorase resazurin coupled fluorescence;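 active means inhibition above about 35% when tested at 20 µM, limit read from the data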;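 further: plate controls were DMSO wells with enzyme for no effect and DMSO wells lacking enzyme for full effect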
Target sequence (Q2TB90 whole entry, looked up): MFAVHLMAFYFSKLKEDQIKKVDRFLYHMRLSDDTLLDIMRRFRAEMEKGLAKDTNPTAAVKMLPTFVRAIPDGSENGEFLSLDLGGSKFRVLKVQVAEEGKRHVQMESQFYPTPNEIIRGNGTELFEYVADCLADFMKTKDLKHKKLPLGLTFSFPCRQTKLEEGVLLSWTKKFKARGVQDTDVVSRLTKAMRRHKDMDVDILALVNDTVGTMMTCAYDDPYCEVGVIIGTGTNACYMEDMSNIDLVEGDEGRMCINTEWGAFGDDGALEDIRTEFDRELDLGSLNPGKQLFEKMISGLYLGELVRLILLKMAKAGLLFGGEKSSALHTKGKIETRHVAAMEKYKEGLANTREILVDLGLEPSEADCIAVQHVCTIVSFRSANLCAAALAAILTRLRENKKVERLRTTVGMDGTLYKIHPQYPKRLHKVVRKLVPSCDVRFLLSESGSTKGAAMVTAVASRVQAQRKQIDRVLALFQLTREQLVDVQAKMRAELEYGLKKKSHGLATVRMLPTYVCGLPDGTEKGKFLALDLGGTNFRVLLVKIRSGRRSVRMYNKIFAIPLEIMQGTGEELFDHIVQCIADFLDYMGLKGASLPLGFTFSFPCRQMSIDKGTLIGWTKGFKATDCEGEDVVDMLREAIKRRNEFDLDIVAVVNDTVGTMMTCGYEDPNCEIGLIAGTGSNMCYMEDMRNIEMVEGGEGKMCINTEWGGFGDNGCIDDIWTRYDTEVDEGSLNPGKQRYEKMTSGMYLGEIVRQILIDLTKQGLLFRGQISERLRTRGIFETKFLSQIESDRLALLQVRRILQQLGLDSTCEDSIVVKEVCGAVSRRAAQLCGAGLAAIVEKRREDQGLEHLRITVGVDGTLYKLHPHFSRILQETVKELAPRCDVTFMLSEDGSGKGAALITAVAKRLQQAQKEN
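Test system: recombinant HKDC1 (HK5) hexokinase enzyme, produced in-house / Doses: 20 µM test compound, 1% DMSO / Timing: 90 min, room temperature / Detection: G6PDH/diaphorase-coupled fluorescence, 1 mM NADP, 100 µM resazurin, 525/613 nm / Control set: DMSO wells with and without enzyme mix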
SENP7 block: SENP7 protease inhibitors, primary screen, biochemical, luminescence, uHTS. hit rate 1.5% among 330,000. Sentrin-specific protease 7 (Homo sapiens), Q9BQF6. inhibition, % at 5 µM. recombinant SENP7, Z-RLRGG-aminoluciferin luminescence, 40 min;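 active means inhibition above about 50% at the single test dose, limit read from the data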;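 further: plate controls were DMSO with enzyme for no effect and no enzyme buffer wells for full effect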
697 NFkB inh: inhibitors of PMA/ionomycin-induced NF-kB reporter, 697 cells, primary screen, B-cell NF-kB inhibitor project, cell-based, luminescence, uHTS; inhibition, % at 4 µM; AID 435022, 2010; 697 B-cell NF-kB luciferase reporter, 16 h; hit rate 0.33% among 330,000; in the data active means inhibition above about 35%
SENP8 inh: SENP8 protease inhibitors, primary screen, biochemical, luminescence; Sentrin-specific protease 8 (Homo sapiens), Q96LD8; purified SENP8, Z-RLRGG-aminoluciferin cleavage; inhibition, % at 10 µM; hit rate 1.2% among 330,000; AID 2540, 2010
Target sequence (Q96LD8 whole entry, looked up): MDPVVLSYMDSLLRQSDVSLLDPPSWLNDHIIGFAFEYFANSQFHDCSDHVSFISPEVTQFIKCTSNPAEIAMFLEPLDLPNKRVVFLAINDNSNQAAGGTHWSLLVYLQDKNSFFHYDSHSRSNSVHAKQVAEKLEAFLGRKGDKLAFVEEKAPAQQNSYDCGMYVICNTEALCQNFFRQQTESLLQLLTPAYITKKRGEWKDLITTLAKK
Gli-Sufu antag: Gli-Sufu pathway antagonists, primary screen, luciferase luminescence, Sufu-KO-LIGHT cells, uHTS | Sufu-KO-LIGHT fibroblasts, Gli luciferase reporter luminescence | inhibition, % at 5 µM | hit rate 0.74% among 340,000;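 active means inhibition above about 55%, limit read from the data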;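 further: 0% = DMSO-treated cells and 100% = wells with medium but no cells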
UBC13 inh: UBC13 polyubiquitin chain formation inhibitors, primary screen, biochemical, TR-FRET, uHTS | Ubiquitin-conjugating enzyme E2 N (Homo sapiens), P61088 | inhibition, % at 20 µM | hit rate 0.47% among 330,000 | AID 485273, 2010; in the data active means inhibition above about 45%, passing the limit was not always enough
Active calls of the source: *; nt = no result given. Unless noted, no stated cut-off is given here; in the data, active means inhibition above about 50%; inactive means the rest.

SMILES	Apaf-1 inh	Jurkat NFkB inh	HKDC1 inhibitor	SENP7 block	697 NFkB inh	SENP8 inh	Gli-Sufu antag	UBC13 inh
CCOc1ccc(CCNC(=O)CCS(=O)(=O)c2ccc(Br)cc2)cc1OCC	2	0	4	-9	-3	-2	5	5
Nc1c(C(=O)N/N=C/c2cccnc2)oc2nc(-c3ccccc3)cc(-c3ccco3)c12	9	4	-2	3	-8	0	-5	2
COc1cc(/C=C(/NC(=O)c2ccccc2)C(=O)Nc2ccc(O)cc2)c([N+](=O)[O-])cc1OC	-4	-1	15	2	12	5	4	4
CN(C)S(=O)(=O)c1cccc(NC(=S)N/N=C/c2cccc(O)c2)c1	-1	-5	8	-1	-1	1	15	-2
CCOC(=O)c1ccc(NC(=O)NNC(=O)CCc2ccc(OC)cc2)cc1	0	-4	-3	13	14	-5	-5	4
O=C(CCC1CCCCC1)Nc1ccc(C(=O)c2ccncc2)cc1	-11	7	6	-1	7	-2	0	11
CC(C)Cn1c(SCC(=O)N2CCN(S(=O)(=O)c3ccccc3)CC2)nc2ccccc21	18	20	4	-3	0	8	-6	-6
CC1=Nc2ccccc2N=C(NC(=O)CSC(=S)N2CCCCC2)C1c1ccccc1 (configuration not stated)	14	1	-1	9	-4	-5	-2	2
CC1CCCC(C)N1C(=O)COC(=O)c1cc(-c2cccs2)nn1-c1ccccc1 (configuration not stated)	24	-5	-1	6	16	-7	-6	-1
O=C(COC(=O)c1cc[n+]([O-])cc1)Nc1cc([N+](=O)[O-])ccc1Cl	0	1	-3	-2	3	-3	-8	-5
COc1ccc(NC(=O)CCCCC(=O)Nc2ccc(OC)cc2)cc1	3	-2	-7	7	7	-2	19	-3
CC(NC(=O)CN(C)Cc1nc2ccccc2c(=O)[nH]1)c1ccccc1 (configuration not stated)	13	0	-1	-9	2	-18	0	-7
CCN(Cc1cc2ccccc2[nH]c1=O)C(=O)C1CCCCC1	17	-4	1	-1	4	3	-2	1
CCCN(CCC)S(=O)(=O)c1ccc(C(=O)N2CCC(=O)c3ccccc32)cc1	16	6	-3	-10	-14	-6	-1	-7
CC(SC1=NCCN1S(C)(=O)=O)c1ccccc1 (configuration not stated)	-2	2	-5	-6	13	-6	3	1
Clc1cccc2c1Sc1ccccc1CC2N1CCNCC1 (configuration not stated)	9	7	-6	-1	-17	-24	6	40
O=c1[nH]nc(-c2ccc(F)cc2)cc1Cc1ccc(F)cc1	10	-1	-2	-4	-4	-13	12	4
N=c1c(C(=O)NC2CCCC2)cc2c(=O)n3ccccc3nc2n1CC1CCCO1 (configuration not stated)	-1	11	-5	-12	10	5	4	9
O=C(NCc1ccccn1)c1ccc(Cn2c(=S)[nH]c3ccccc3c2=O)cc1	7	-10	0	7	6	1	nt	12
c1ccc2c(c1)OCC(c1nnc3sc(-c4ccc5c(c4)OCO5)nn13)O2 (configuration not stated)	8	0	-4	4	3	0	-24	3

4 structures from above, ordered by heavy-atom count, largest number first.
SMILES	Apaf-1 inh	Jurkat NFkB inh	HKDC1 inhibitor	SENP7 block	697 NFkB inh	SENP8 inh	Gli-Sufu antag	UBC13 inh
COc1cc(/C=C(/NC(=O)c2ccccc2)C(=O)Nc2ccc(O)cc2)c([N+](=O)[O-])cc1OC	-4	-1	15	2	12	5	4	4
CC(C)Cn1c(SCC(=O)N2CCN(S(=O)(=O)c3ccccc3)CC2)nc2ccccc21	18	20	4	-3	0	8	-6	-6
CCOc1ccc(CCNC(=O)CCS(=O)(=O)c2ccc(Br)cc2)cc1OCC	2	0	4	-9	-3	-2	5	5
O=c1[nH]nc(-c2ccc(F)cc2)cc1Cc1ccc(F)cc1	10	-1	-2	-4	-4	-13	12	4

Next section:
SMILES	Apaf-1 inh	Jurkat NFkB inh	HKDC1 inhibitor	SENP7 block	697 NFkB inh	SENP8 inh	Gli-Sufu antag	UBC13 inh
Cc1ccc(S(=O)(=O)N2CCC(C(=O)Nc3ccccc3N3CCCCC3)CC2)cc1	0	11	-5	-6	-24	-3	6	-3
CCS(=O)(=O)N1CCC(C(=O)Nc2cc(Cl)ccc2O)CC1	2	-5	0	1	-1	-5	2	6
COc1ccc(OC)c(CCNC(=O)CS(=O)(=O)Cc2nc(-c3ccccc3Cl)oc2C)c1	18	11	0	-4	-12	-4	18	2
O=C(c1ccc(S(=O)(=O)N2CCCCC2)cc1)N(c1ccccn1)C1CCCCC1	6	-1	-7	0	-18	1	5	4
O=c1c2ccccc2nc2n1C(CSCc1ccc(Cl)cc1Cl)CS2 (configuration not stated)	13	24	28	-5	-56	2	52	-1
COc1cc(/C=N/NC(=O)c2ccncc2)ccc1OCC(=O)Nc1cccc([N+](=O)[O-])c1	-125	-81	5	-1	9	-5	-12	-13
COc1cc(OC)c2c(c1O)OC(c1ccccc1)CC2=O (configuration not stated)	-18	-4	-1	1	13	4	1	-11
NS(=O)(=O)c1ccc(NC(=O)COC(=O)C2(c3ccccc3F)CCCC2)cc1	12	4	6	5	-7	-4	-14	6
CN(C)c1ccc(C(=O)/C=C/c2cccnc2)cc1	5	-41	1	-8	-24	-10	-39	-20
Cc1cc(C)c(C#N)c(=N)o1	-30	-13	-15	8	-30	0	-13	-6
Cc1ccc(NC(=O)c2cc(-c3ccco3)on2)cc1C	-15	-83	-3	20	-23	-3	-40	11
Cc1cccc2sc(NC(=O)C3CSC4(C)CCC(=O)N34)nc12 (configuration not stated)	2	13	-2	-5	-6	9	2	4
C=CCn1c(NCc2cc(Cl)ccc2O)nc2ccccc21	-4	7	6	4	-3	-7	13	33
C=C(C)Cn1c(SCCN2CCOCC2)nc2c1c(=O)[nH]c(=O)n2C	3	-7	-5	-11	2	-2	2	-9
Cc1c(Br)c(=O)oc2c(C)c(O)ccc12	8	-7	-5	8	-13	-7	0	19
Cc1cccc(NC(=O)c2cccc(S(=O)(=O)N3CCCC3)c2)n1	0	-14	-4	-3	5	-2	0	3
CCn1c(O)c(N=NC2=NC(=O)CS2)c2cc(C)ccc21	4	9	2	6	44*	1	-24	-25
Cc1ccc(CNC(=O)c2coc(=O)c3ccccc23)o1	34	7	5	7	-11	-3	12	-9
COC(=O)c1cc(NS(=O)(=O)c2ccc(N3CCOCC3)c(NC(C)=O)c2)cc(C(=O)OC)c1	-3	4	-1	3	-8	-5	34	-13
Cc1ccc(S(=O)(=O)N2CCCCC2)cc1NC(=O)c1ccc(Br)o1	-3	3	-2	-3	15	-2	3	-1
CCn1c(SCc2ccc(C(=O)Nc3nccs3)cc2)nnc1-c1ccc(N)cc1	20	-28	7	-1	-10	1	0	-8
C=CCN(C(=O)CNC(=O)c1cccs1)C(C(=O)NC1CCCCC1)c1cccnc1 (configuration not stated)	-11	1	-8	1	18	2	5	9
Cn1c(SCC(=O)c2ccc3c(c2)OCCO3)nnc1C1CC1	-30	-7	2	14	7	5	0	-4
Cc1ccccc1NC(=O)Cc1nc(COC(=O)c2cccc([N+](=O)[O-])c2)cs1	10	-7	8	9	14	1	-4	-1
COc1ccc(NC2=CC(c3ccc(F)cc3)N(c3ccc(OC)cc3)C2=O)cc1 (configuration not stated)	16	-5	-5	-1	-48	-14	4	-25
CC(C)(C)NC(=O)NCCc1ccccc1	-5	-71	-2	5	-71	1	-38	2
CCCn1c(N)c(N2CCCCC2)c(=O)n(CC(=O)Nc2ccc(C(C)=O)cc2)c1=O	0	-1	1	0	11	5	1	6
CCOC(OCC)P(=O)(C(C)C)C(C)C	3	-5	-3	-12	-9	-4	7	-13
Brc1cccc(OCCCCN2CCCCC2)c1	-7	0	-4	0	12	0	9	11
COc1cccc(C(=O)Nc2cccnc2)c1	1	10	-7	8	1	-3	-8	7
CCN1CCCC1CNCC(=O)Nc1ccc(OC(F)(F)F)cc1 (configuration not stated)	-14	-4	-10	-5	23	-9	-4	-9
CCOC(=O)c1ccc(N2CC(O)=C(c3nc4ccccc4c(=O)[nH]3)C2=N)cc1	11	4	4	-3	13	-4	15	6
Cc1cc(NC(=O)CN2C(=O)N(C)C3(CCCCC3)C2=O)ccc1Br	2	-3	-2	-7	14	2	0	5
O=C1NCC(CN(c2ccccc2)c2ccccc2)O1 (configuration not stated)	3	9	2	2	6	-3	-4	-2
c1ccc(-c2nnc(-c3ccco3)o2)cc1	-10	-64	-2	44	-57	16	-65	7
Cc1ccc(C)c(NC(=O)CCC(=O)N/N=C/c2cccnc2)c1	-3	-15	-7	-1	8	10	-5	-2
Cc1ccc(C(=O)C(C)OC(=O)C2=COCCO2)cc1C (configuration not stated)	2	-3	-4	6	6	4	-20	-4
COc1ccc(CCN(C(=O)C(F)(F)F)C(C(=O)NC2CCCC2)c2cccs2)cc1OC (configuration not stated)	-7	-4	-7	4	3	3	-1	1
O=C(CCCN1C(=O)C2CCCCN2C1=O)N1CCN(c2ccc([N+](=O)[O-])cc2)CC1 (configuration not stated)	4	16	-1	1	-1	1	-14	-26
Cc1ccc(Cn2c(NCCCn3ccnc3)nc3c2c(=O)n(C)c(=O)n3C)cc1	-5	21	-4	-7	6	0	-4	14

Taken from above.
Apaf-1 inh with Cc1ccc(C)c(NC(=O)CCC(=O)N/N=C/c2cccnc2)c1 is entered as -3
HKDC1 inhibitor with c1ccc(-c2nnc(-c3ccco3)o2)cc1 is entered as -2
HKDC1 inhibitor with Cc1ccc(Cn2c(NCCCn3ccnc3)nc3c2c(=O)n(C)c(=O)n3C)cc1 is entered as -4
Apaf-1 inh with COc1ccc(NC2=CC(c3ccc(F)cc3)N(c3ccc(OC)cc3)C2=O)cc1 (configuration not stated) is entered as 16
Jurkat NFkB inh with CCn1c(SCc2ccc(C(=O)Nc3nccs3)cc2)nnc1-c1ccc(N)cc1 is entered as -28
SENP7 block with O=C(CCCN1C(=O)C2CCCCN2C1=O)N1CCN(c2ccc([N+](=O)[O-])cc2)CC1 (configuration not stated) is entered as 1

Carrying on:
SMILES	Apaf-1 inh	Jurkat NFkB inh	HKDC1 inhibitor	SENP7 block	697 NFkB inh	SENP8 inh	Gli-Sufu antag	UBC13 inh
CCN(CC)CCNC(=O)C1c2ccccc2C(=O)N(C)C1c1cn(C)c2ccccc12 (configuration not stated)	-8	-16	-7	5	12	8	8	-3
Cc1cc(NS(=O)(=O)c2ccc(Nc3nc(-c4sc(N)nc4C)cs3)cc2)no1	21	-5	5	8	20	22	12	-9
O=C1CCCN1CCC1CCCCN1Cc1nc(-c2cnccn2)no1 (configuration not stated)	4	2	3	-7	5	-4	-16	-8
CC(C)C(CCN1C(=O)CCC1=O)C1CCOC(C)(C)C1 (configuration not stated)	12	-14	-1	3	-28	3	-8	-6
O=C(c1ccccc1Cc1ccccc1)N1CCN(S(=O)(=O)c2ccccc2Br)CC1	18	-1	6	-3	-10	2	2	2
CN(C(=O)CSc1ncnc2scc(-c3ccccc3)c12)C1CCS(=O)(=O)C1 (configuration not stated)	5	-17	8	9	9	-7	-2	0
COc1cccc(-n2cnc3c(sc4nc(N5CCOCC5)c5c(c43)CCCC5)c2=O)c1	5	15	0	-3	21	9	0	39
O=C(CCC1CCCC1)Nc1ccc(OCC(=O)N2CCOCC2)cc1	5	1	2	11	0	6	-4	-10
CC(NC(=O)c1ccc2ccccc2n1)c1ccc(Br)cc1 (configuration not stated)	20	8	-2	1	9	0	-7	8
CC(Sc1ccccc1)C(=O)N/N=C/c1ccccc1 (configuration not stated)	-8	8	1	5	6	6	6	4
CCOC(=O)N1CCC(NC(=O)c2sc3nc4n(c(=O)c3c2C)CCCC4)CC1	6	-12	-3	-1	13	-8	-2	4
CCOc1ccc(OCCN(C)Cc2ccccc2)cc1	4	1	-3	-4	6	-2	2	4

The order is random, and some 3.6% of all compounds hit somewhere here.
